GLS inhibitor – glutaminase GLS (human) inhibition | O94925 | GLS enzymatic activity, qHTS titration | Potency, µM (highest dose often 45.5 µM), inactives show top-dose activity change, negative = inhibition, most hits filed as inhibitors | 410,000 tested, 0.21% active; further: potency means the concentration at half of the fitted maximal effect; on the % scale 0 is the no-effect control and ±100 the full control effect
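Two-point fluorescence kinetic (t0, 30 min RT) for hKGA; glutamate detected via glutamate oxidase–HRP–Amplex Red. Substrate: 1 mM L-glutamine solution; buffer 45 mM KH2PO4, pH 8.2.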
Pin1 inh – inhibitors of human Pin1; Q13526; 390,000 tested, 0.009% active; Pin1 FP peptide displacement, HiFluor488, 10 min; Potency, µM (top dose mostly 115 µM), without a hit: at the highest dose activity, negative = inhibition, hits mostly inhibitors; active means well fitted inhibition curve with a large enough effect in the polarisation, with a control signal flat, not every such curve was filed as active; inconclusive means small, poorly fitted or top-dose-only effect, or effect the other way, or a change in a side signal; inactive means no such curve, though single readings can be large or run the other way; the % refers to the polarisation; further: potency means the concentration at half of the fitted maximal effect; on the % scale 0 is the no-effect control and ±100 the full control effect
ERG Ets-DNA blk – inhibitors of human ERG Ets domain-DNA interaction; fluorescence polarization, His-ERG Ets domain / labelled DNA; Potency, µM (doses to about 76.9 µM), without a hit: at the top dose FP activity, negative = inhibition, usual class: inhibitors; 370,000 tested, 0.028% active; AID 624246; active means well fitted inhibition curve with a large enough effect in the polarisation, with a control signal flat; inconclusive means small, poorly fitted or top-dose-only effect, or effect the other way, or a change in a side signal; inactive means no such curve, though single readings can be large or run the other way; the % refers to the polarisation;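 further: polarization taken with two DNA probes labelled with fluorescein and Texas red; potency means the concentration at half of the fitted maximal effect; % of control where 0% means no effect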
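His-tagged ERG Ets domain (1 uM in the protein solution; 300mM KCl, 50mM Tris-HCl, 1mM EDTA, 1mM DTT, pH 7.5) received compound, then a probe mix of 5 nM fluorescein-DNA and 100nM Texas-615-DNA. Fluorescence polarization was read for both dyes.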
JMJD2A Tudor – blocks the human JMJD2A Tudor domain | AlphaScreen JMJD2A-Tudor / H3K4me3 peptide binding | AID 504339 | Potency, µM (series often up to 114 µM), inactives show top-dose activity change, negative = inhibition, most hits filed as inhibitors | 390,000 tested, 4.4% active | O75164; further: potency means the concentration at half of the fitted maximal effect; on the % scale 0 is the no-effect control and ±100 the full control effect; nearly all actives have a fitted effect of over 50% in size
Target sequence (O75164 whole entry, looked up, the tested form may be a part): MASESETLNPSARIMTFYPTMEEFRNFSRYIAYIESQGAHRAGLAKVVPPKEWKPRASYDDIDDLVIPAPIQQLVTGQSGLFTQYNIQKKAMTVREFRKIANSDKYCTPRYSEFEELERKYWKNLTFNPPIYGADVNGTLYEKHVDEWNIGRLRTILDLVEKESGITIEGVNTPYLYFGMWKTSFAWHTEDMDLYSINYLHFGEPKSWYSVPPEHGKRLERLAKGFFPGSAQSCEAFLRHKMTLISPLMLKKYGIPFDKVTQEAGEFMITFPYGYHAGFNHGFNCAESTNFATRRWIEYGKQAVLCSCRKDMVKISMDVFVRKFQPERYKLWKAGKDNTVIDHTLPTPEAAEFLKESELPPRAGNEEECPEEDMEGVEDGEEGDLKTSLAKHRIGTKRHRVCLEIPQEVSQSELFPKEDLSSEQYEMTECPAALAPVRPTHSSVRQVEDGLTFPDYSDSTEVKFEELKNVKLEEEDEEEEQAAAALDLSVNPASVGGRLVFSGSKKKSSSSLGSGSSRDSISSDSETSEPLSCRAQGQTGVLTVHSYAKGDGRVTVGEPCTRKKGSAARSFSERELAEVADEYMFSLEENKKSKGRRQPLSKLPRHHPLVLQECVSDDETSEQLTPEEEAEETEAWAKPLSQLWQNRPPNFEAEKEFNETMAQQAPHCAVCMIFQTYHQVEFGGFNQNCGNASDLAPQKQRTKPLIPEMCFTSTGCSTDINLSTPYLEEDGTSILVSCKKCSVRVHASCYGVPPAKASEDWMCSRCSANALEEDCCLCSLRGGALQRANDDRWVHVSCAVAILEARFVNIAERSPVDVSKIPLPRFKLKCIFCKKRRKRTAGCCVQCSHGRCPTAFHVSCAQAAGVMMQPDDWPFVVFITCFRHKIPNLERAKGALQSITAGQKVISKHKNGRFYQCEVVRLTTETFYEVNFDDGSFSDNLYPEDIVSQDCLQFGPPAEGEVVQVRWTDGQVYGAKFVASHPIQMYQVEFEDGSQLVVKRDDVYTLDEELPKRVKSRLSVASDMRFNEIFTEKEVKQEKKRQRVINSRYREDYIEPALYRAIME
BAZ2B block – inhibitors of human BAZ2B bromodomain | 360,000 tested, 4.4% active | AlphaScreen BAZ2B-H3K14Ac peptide displacement | Potency, µM (titrated, usually from 114 µM), without a hit: at the highest dose activity change, negative = inhibition, hits mostly inhibitors | Q9UIF8 | AID 504333; further: potency means the concentration at half of the fitted maximal effect; on the % scale 0 is the no-effect control and ±100 the full control effect; nearly all actives have a fitted effect of over 60% in size
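Complex of BAZ2B and biotin-H3K14Ac (50 nM apiece) forms over 30 min at RT, then faces library compounds up to 110 uM for another 30 min; AlphaScreen beads added, 20 min dark incubation, luminescence read.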
Tb PGK inh – T. brucei PGK inhibition; P07378; PGK/GAPDH coupled, Kinase-Glo luminescence, 60 min; Potency, µM (series often up to 57.5 µM), inactives show at the highest dose activity change, negative = inhibition, hits mostly inhibitors; 380,000 tested, 0.043% active; AID 602233; further: potency means the concentration at half of the fitted maximal effect; on the % scale 0 is the no-effect control and ±100 the full control effect; nearly all actives have a fitted effect of over 60% in size
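Recombinant glycosomal PGK reaction used 1,3-bisphosphoglycerate generated in-well by GAPDH (100nM final) in 100mM TEA pH 7.6, 5mM MgCl2, 0.01% Tween-20. After 60 minutes at room temperature, ATP was read by Kinase-Glo Plus luminescence end-point.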
HP1b chromo inh – inhibitors of HP1-beta chromodomain binding to methylated histone tails; P83916; AlphaScreen HP1-beta / biotin-H3K9me3 peptide binding; Potency, µM (doses to about 114 µM), inactives show at the top dose activity change, negative = inhibition, hits mostly inhibitors; 390,000 tested, 0.56% active; further: potency means the concentration at half of the fitted maximal effect; nearly all actives have a fitted effect of over 70% in size; inactives centre near 23
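Compound inhibition of the preformed complex between 50 nM HP1-beta and 50 nM biotinylated H3K9me3 peptide was read by AlphaScreen. Buffer was PBS pH 7.4 with 0.01% Tween-20. Incubations ran 30 min at room temperature, with 10 ug/mL donor/acceptor beads.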
G9a inh – G9a (human) methyltransferase inhibition; Q96KQ7; Potency, µM (titrated, usually from 102 µM), inactives show at the highest dose activity, negative = inhibition, usual class: inhibitors; G9a H3K9 monomethylation, AlphaScreen, 2 h; 350,000 tested, 8.8% active; further: potency means the concentration at half of the fitted maximal effect; on the % scale 0 is the no-effect control and ±100 the full control effect; nearly all actives have a fitted effect of over 75% in size
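Readings reflect AlphaScreen signal from monomethyl-H3K9 antibody detection. HMT at 20 nM; substrate b-H3K9 500 nM; cofactor SAM 20 uM; 2 h RT reaction; compounds tested as titrations in qHTS with 15 min preincubation.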
PI4K2A block – inhibitors of human PI4K2A; 420,000 tested, 0.13% active; Q9BTU6; purified PI4K2A, ADP-Glo luminescence, 1 h; stronger effect = lower value; activity change, negative = inhibition, % at 76.9 µM; in the data active means activity change below about -50%; inconclusive means mostly about -30% to -49%;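 further: -100% = wells without enzyme as full effect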
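PI4K2A activity was measured by ADP-Glo luminescence: enzyme (4 ug/mL stock) and phosphatidylinositol (1.2 mM stock) in Tris pH 7.5/MgCl2/EGTA/Triton X-100 buffer were reacted with ATP (300 microM stock) for one hour at ambient temperature.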
Numbers without * were called inactive; i = inactive; ? = inconclusive; nt = no result given; [ ] = remark or other dose. Unless noted, the call rests on the fitted dose curve; in most records, active means well fitted curve in the direction sought with a large enough effect; inconclusive means small, poorly fitted or top-dose-only effect, or another doubt; inactive means no such curve, though single readings can be large; an effect the other way counts as inactive or inconclusive.

1	O=C1Nc2cccnc2Sc2ccccc21
2	c1ccc(Cn2nnc3c(N4CCCCCC4)ncnc32)cc1
3	COc1ccc(NC(=O)C2CC(=O)N(c3cccc(C)c3C)C2)cc1 (stereo unspecified)
4	COc1ccc(-c2ccc(=O)n(CC(=O)NCC3COCCO3)n2)cc1 (stereo unspecified)
5	CCN(C(=O)C=Cc1ccco1)c1ccccc1
6	CC(C)(C)c1ccc(/C=N/NC(=O)C[n+]2ccccc2)cc1
entry no.	1	2	3	4	5	6
GLS inhibitor	-1%	9%	3%	3%	-14%	1%
Pin1 inh	-12%	2%	1%	-3%	-4%	0%
ERG Ets-DNA blk	nt	-7%	-5%	2%	2%	-8%
JMJD2A Tudor	-15%	34%	-11%	-18%	-17%	-16%
BAZ2B block	-3%	23%	-1%	-3%	nt	-25%
Tb PGK inh	nt	2%	-5%	6%	-9%	8%
HP1b chromo inh	-4%	63%[activator]	17%	3%	-1%[57 µM]	5%
G9a inh	28µM*	17%[59 µM]	-37%	5%	nt	-2%
PI4K2A block	-2	-6	1	6	4	3

Structures above marked active in G9a inh:
1	O=C1Nc2cccnc2Sc2ccccc21
entry no.	1
GLS inhibitor	-1%
Pin1 inh	-12%
ERG Ets-DNA blk	nt
JMJD2A Tudor	-15%
BAZ2B block	-3%
Tb PGK inh	nt
HP1b chromo inh	-4%
G9a inh	28µM*
PI4K2A block	-2

Further records.
7	N=c1c2c3c(sc2ncn1CCN1CCOCC1)CCCCC3
8	COc1ccc2c(c1)CC(C(=O)NCCN1CCN(c3cccc(Cl)c3)CC1)CO2 (stereo unspecified)
9	O=C(CN1CCN(S(=O)(=O)c2ccc(Cl)cc2)CC1)Nc1ccc(N2CCOCC2)cc1
10	O=C(Cn1ncc2c(=O)oc3ccccc3c21)N1CCCN(Cc2ccccc2F)C1
11	CCOC(=O)N1CCC(NS(=O)(=O)c2ccc(C)cc2)CC1
12	O=C(COC(=O)Cc1n[nH]c(=O)c2ccccc12)NNC(=O)c1ccc(Cl)cc1
entry no.	7	8	9	10	11	12
GLS inhibitor	9%	12%	24%	-3%	1%	12%
Pin1 inh	0%	-5%	-6%	0%	7%	-1%
ERG Ets-DNA blk	0%	-3%	-2%	-3%	12%	nt
JMJD2A Tudor	-16%	?	-21%	-4%	-14%	-9%
BAZ2B block	8%	?	-27%	6%	-16%	-4%
Tb PGK inh	1%	2%	-3%	i	-5%	-4%
HP1b chromo inh	25%	6%[57 µM]	16%	22%	34%	37%
G9a inh	0%	?	56µM*	14%	7%	44%[12.7 µM]
PI4K2A block	-1	-1	-2	1	-8	-1

Whole records, looked up by structure. Values in the order: GLS inhibitor, Pin1 inh, ERG Ets-DNA blk, JMJD2A Tudor, BAZ2B block, Tb PGK inh, HP1b chromo inh, G9a inh, PI4K2A block
Shown for CCOC(=O)N1CCC(NS(=O)(=O)c2ccc(C)cc2)CC1 = 1%, 7%, 12%, -14%, -16%, -5%, 34%, 7%, -8
Shown for O=C(COC(=O)Cc1n[nH]c(=O)c2ccccc12)NNC(=O)c1ccc(Cl)cc1 = 12%, -1%, nt, -9%, -4%, -4%, 37%, 44%[12.7 µM], -1
Shown for COc1ccc2c(c1)CC(C(=O)NCCN1CCN(c3cccc(Cl)c3)CC1)CO2 (stereo unspecified) = 12%, -5%, -3%, ?, ?, 2%, 6%[57 µM], ?, -1
Shown for N=c1c2c3c(sc2ncn1CCN1CCOCC1)CCCCC3 = 9%, 0%, 0%, -16%, 8%, 1%, 25%, 0%, -1

Along the list, from the results shown:
HP1b chromo inh, entries 8 to 11: 6%[57 µM], 16%, 22%, 34%

(next part)
13	Cc1nn(C2CCS(=O)(=O)C2)c(C)c1CN(C)C(=O)c1ccccc1 (stereo unspecified)
14	O=[N+]([O-])c1cccnc1N1CCC(c2cc(-c3ccc(Cl)cc3)n[nH]2)CC1
15	O=C(Cn1ncn2c(cc3ccccc32)c1=O)NCc1ccc(F)cc1
16	CCOc1ccccc1NC(=O)c1cn(C2CCCCC2)c(=O)c2c1c1ccccc1n2C
17	O=C(COC(=O)c1cccc(S(=O)(=O)N2CCCC2)c1)NCc1ccccc1
18	O=c1cc(-c2ccc(F)cc2)nc(SCc2nc(-c3cccc(Cl)c3)no2)[nH]1
entry no.	13	14	15	16	17	18
GLS inhibitor	-1%	3%	-5%	2%	11%	?
Pin1 inh	-8%	2%	-4%	1%	-7%	-1%
ERG Ets-DNA blk	-3%	-9%	5%	-3%	2%	4%
JMJD2A Tudor	-14%	25µM*	-3%	-9%	-8%	-22%
BAZ2B block	7%	50µM*	1%	-10%	-14%	-32%
Tb PGK inh	i	-5%	4%	i	-7%	-5%
HP1b chromo inh	30%	?	38%	13%	34%	8%[57 µM]
G9a inh	28%[12.7 µM]	8.9µM*	-1%[59 µM]	-1%[59 µM]	-4%[59 µM]	-52%[59 µM]
PI4K2A block	2	-1	-1	-2	0	1

19	O=C(CCNC(=O)C1CCN(S(=O)(=O)c2ccc(F)cc2)CC1)Nc1ccccc1
20	O=C1C(=O)N(CCN2CCOCC2)C(c2ccncc2)/C1=C(/O)c1ccc2c(c1)OCO2 (stereo unspecified)
21	Cc1ccc(-c2nnc(-c3cccc(Br)c3)o2)cc1
22	COc1cccc(-n2c(COc3ccccc3C)nnc2SCC(=O)O)c1
23	C[N+](C)(C)C[C@H](O)CC(=O)O
24	CCOC(=O)c1cc(C)nc(Sc2ccc(C)cc2)c1C#N
entry no.	19	20	21	22	23	24
GLS inhibitor	5%	-15%	30%[activator]	2%	-5%	-8%
Pin1 inh	2%	-2%	-5%	3%	0%	-5%
ERG Ets-DNA blk	-1%	3%	-10%	nt	1%	1%
JMJD2A Tudor	-16%	-27%[11.4 µM]	50µM*	-12%	-14%	84%[activator]
BAZ2B block	-5%	4%	8%	-5%	nt	53%[activator]
Tb PGK inh	2%	-9%	-13%	-3%[11.5 µM]	-3%	-4%
HP1b chromo inh	21%	24%	-7%	24%	22%	114%[activator]
G9a inh	nt	?	11%[59 µM]	45µM*	nt	nt
PI4K2A block	1	-6	-2	2	3	1

25	O=C(Cc1ccc(S(=O)(=O)N2CCOCC2)s1)Nc1cc(C(F)(F)F)cc(C(F)(F)F)c1
26	CCn1c(C(C)C)n[nH]c1=S
27	COc1ccc2[nH]c(=O)c(CN(Cc3cccnc3)C(=O)Nc3ccccc3)cc2c1
28	CSc1ccc(/C=N/N2CCN(Cc3ccccc3Cl)CC2)cc1
29	CCOc1ccc(NC(=O)CC2C(=O)N(CC)C(=S)N2CCN2CCOCC2)cc1 (stereo unspecified)
30	CCOC(=O)c1oc2ccccc2c1NC(=O)C1CCCCC1
entry no.	25	26	27	28	29	30
GLS inhibitor	6%	0%	10%	-16%	?	-4%
Pin1 inh	24%	-4%	?	-4%	-8%	-2%
ERG Ets-DNA blk	2%	-3%	-5%	-28%	9%	6%
JMJD2A Tudor	-5%	?	-29%	25µM*	50µM*	-6%
BAZ2B block	-2%	-13%	-7%	25µM*	-9%	0%
Tb PGK inh	-2%	0%	0%	-4%	-7%	-3%
HP1b chromo inh	32%	39%[activator]	19%	?	-4%	35%
G9a inh	23%[12.7 µM]	?	?	14µM*	25%	-4%[59 µM]
PI4K2A block	1	3	-1	3	-3	-3

31	COc1cccc(-c2ccc(C#N)c(SCC(=O)NCCc3cccc(Cl)c3)n2)c1
32	O=C(Nc1cccc(F)c1)C1CCN(S(=O)(=O)c2ccc3[nH]c4c(c3c2)CCCCC4)CC1
33	Cc1cccc(C(=O)Nc2ccc(S(=O)(=O)N3CCCCC3c3cccnc3)cc2)c1 (stereo unspecified)
34	COc1ccccc1N1CCN(c2nc3ccccc3n3cnnc23)CC1
35	CCC(Oc1ccccc1)C(=O)Nc1nnc(S(=O)(=O)N(CC)CC)s1 (stereo unspecified)
36	COC(=O)c1c(NC(C)=O)sc(C(=O)N2CCOCC2)c1C
37	C/C(=N\NC(=S)NCCc1ccccc1)c1ccc(Cl)cc1Cl
38	CC1CCN(C(=O)COC(=O)c2cc3ccccc3oc2=O)CC1
39	COCCNC(=S)Nc1ccc([N+](=O)[O-])cc1C
entry no.	31	32	33	34	35	36	37	38	39
GLS inhibitor	-1%	-1%	0%	8%	10%	-19%	-2%	-6%	1%
Pin1 inh	15%	7%	18%	-2%	4%	2%	2%	-14%	-1%
ERG Ets-DNA blk	nt	2%	4%	1%	8%	1%	-16%	-3%	-7%
JMJD2A Tudor	-18%	?	-14%	-15%	?	-4%	-22%	-8%	-6%
BAZ2B block	1%	-24%	-13%	2%	-17%	-1%	-13%	nt	-13%
Tb PGK inh	i	1%	-7%	-8%	0%	i	12%	-1%	4%
HP1b chromo inh	29%	-10%	24%[57 µM]	6%	22%	-12%	-2%	24%	31%
G9a inh	87%[activator][59 µM]	-47%[59 µM]	2%[59 µM]	-9%[59 µM]	-26%[59 µM]	29%	0%	nt	nt
PI4K2A block	-3	1	-2	-1	3	-2	2	6	1
